DT40 TDP1 CPT: DT40-hTDP1 cell growth loss with CPT; chicken DT40 Tdp1-/-;hTDP1 cells + 20 nM CPT, ATP luminescence, 48 h; Potency, µM (titrated, usually from 46.2 µM), for the others: top-dose activity change, negative = growth inhibition, usual class: inhibitors; 420,000 compounds, 12% hits; AID 686979; also: nearly all actives have a fitted effect of over 55% in size
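Chicken DT40 Tdp1-/- cells stably complemented with human TDP1 were seeded at 400 cells/well in medium containing 20 nM camptothecin, exposed to pin-transferred compounds, and grown at 37 °C for at least 48 hr. Viability was read as ATP luminescence.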
KAT2A inh: inhibitors of human GCN5L2 histone acetyltransferase. AID 504327. Q92830. 390,000 compounds, 0.21% hits. GCN5L2 HAT assay, ThioGlo1 CoA-SH fluorescence. Potency, µM (doses to about 58.9 µM), inactives show top-dose activity change, negative = inhibition, usual class: inhibitors
Target sequence (Q92830 whole entry, looked up): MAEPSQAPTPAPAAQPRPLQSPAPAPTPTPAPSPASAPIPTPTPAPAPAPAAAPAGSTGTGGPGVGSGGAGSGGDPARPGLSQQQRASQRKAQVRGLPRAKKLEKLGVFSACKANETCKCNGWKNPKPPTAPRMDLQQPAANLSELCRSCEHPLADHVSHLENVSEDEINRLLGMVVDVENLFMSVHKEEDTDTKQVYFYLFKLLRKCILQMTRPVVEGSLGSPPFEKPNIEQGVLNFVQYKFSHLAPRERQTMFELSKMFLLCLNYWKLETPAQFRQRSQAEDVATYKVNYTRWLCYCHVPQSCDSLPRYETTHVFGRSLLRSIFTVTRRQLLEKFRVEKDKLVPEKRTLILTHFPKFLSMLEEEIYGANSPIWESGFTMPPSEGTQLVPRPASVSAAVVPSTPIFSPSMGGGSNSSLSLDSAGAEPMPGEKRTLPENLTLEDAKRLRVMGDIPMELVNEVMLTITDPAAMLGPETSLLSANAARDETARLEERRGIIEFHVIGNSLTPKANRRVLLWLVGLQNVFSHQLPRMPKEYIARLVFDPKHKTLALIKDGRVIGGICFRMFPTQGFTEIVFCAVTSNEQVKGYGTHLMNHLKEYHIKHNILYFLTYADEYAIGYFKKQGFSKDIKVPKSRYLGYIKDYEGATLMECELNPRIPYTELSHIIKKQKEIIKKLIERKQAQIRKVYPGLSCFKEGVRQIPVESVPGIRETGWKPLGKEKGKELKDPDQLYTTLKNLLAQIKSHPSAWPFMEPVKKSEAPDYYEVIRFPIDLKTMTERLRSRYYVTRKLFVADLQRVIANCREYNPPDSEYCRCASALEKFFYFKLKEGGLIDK
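Fluorescence readout, Ex340nm/Em540nm: ThioGlo1 (50uM final) reacts with free CoA thiol released as 20nM GCN5L2 acetylates H3(1-25) peptide (75uM) using acetyl-CoA (70uM). Compound and enzyme sat 15 min beforehand; 20 min room-temperature reaction.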
DT40 TDP1 no CPT: qHTS for Inhibitors of human tyrosyl-DNA phosphodiesterase 1 (TDP1): qHTS in cells in absence of CPT. DT40 Tdp1-/- hTDP1 cells, no CPT, ATP luminescence, 48 h. Potency, µM (doses to about 46.2 µM), for the others: at the top dose activity change, negative = growth inhibition, usual class: inhibitors. 420,000 compounds, 15% hits. AID 686978, 2013; also: nearly all actives have a fitted effect of over 55% in size
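Chicken DT40 Tdp1-/- cells complemented with human TDP1, screened without camptothecin (DMSO vehicle only), 400 cells/well. Compounds pin-transferred, cells incubated at 37 °C for at least 48 hr. Growth read as ATP-dependent luminescence (CellTiter-Glo, 30 min at RT).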
Active calls of the source: *; ? = inconclusive; nt = no result given; & = joins results of further samples; [ ] = remark or other dose. Calls follow the shape of the dose curve; as a rule, active = well fitted curve in the direction sought with a large enough effect; inconclusive = small, poorly fitted or top-dose-only effect, or another doubt; inactive = no such curve, though single readings can be large; an effect the other way counts as inactive or inconclusive. % is scaled to controls: 0 for no effect and ±100 for the full control effect; potency is read from the fitted curve at half-maximal effect.

A first look:
SMILES	DT40 TDP1 CPT	KAT2A inh	DT40 TDP1 no CPT
Cn1c(O)c(C=Nc2ccc(Br)cc2)sc1=O	1.5%	-13.4%	?
COc1cc(NC(=O)Nc2c(C)n(C)n(-c3ccccc3)c2=O)cc(OC)c1OC	6.3%	-1.9%	15.2%

Main list, from the first entry:
SMILES	DT40 TDP1 CPT	KAT2A inh	DT40 TDP1 no CPT
Cn1c(O)c(C=Nc2ccc(Br)cc2)sc1=O	1.5%	-13.4%	?
COc1cc(NC(=O)Nc2c(C)n(C)n(-c3ccccc3)c2=O)cc(OC)c1OC	6.3%	-1.9%	15.2%
CC(C)COc1ccc(-c2nnc(-c3ccncc3)o2)cc1	?	2.8%	?
Oc1ccc(Br)cc1CNc1cccc2cccnc12	?	-14.3%	25.9µM*
Oc1ccc(C[C@@H]2CNCCN2CC2CCCCC2)cc1	16.4µM*	-13.0%	23.1µM*
O=C(NC1CCCCC1)N1CCCc2ccccc21	-0.2%	-10.2%	?
COc1cc2c(cc1OC)n(CC(=O)c1cccc(Cl)c1)c(=O)n1nc(CCn3nc(C)cc3C)nc21	?	-5.0%	?
COc1ccc(/C=C2/C(=O)C(C)(C(C)C)CCC2C)cc1 (configuration not stated)	13.4%	18.0%	-26.6%
COc1cccc(CNC(=O)CCn2c(=O)oc3ccccc32)c1	-19.4%	-6.2%	-3.8%
O=C(Nc1ccc2nc(SCC(=O)N3CCCC3)sc2c1)c1cccc(Br)c1	?	-11.9%	16.4µM*
CCN(CC)c1ccc(S(=O)(=O)N2CCCCC2)cc1NC(=O)CN1C(=O)NC2(CCCC2)C1=O	-26.2%	2.4%	?
CCOCCCN1C(=O)C(=O)N(CC(=O)N2c3ccccc3NC(=O)CC2C)C1=O (configuration not stated)	-10.9%	3.4%	-2.9%
Cn1c(-c2sc3cc(C(F)(F)F)cnc3c2-c2cccs2)n[nH]c1=S	8.0%	-3.7%	-26.9%
COC(=O)C1=C(C)NC(=O)NC1c1ccc(-c2ccc(F)cc2)o1 (configuration not stated)	-21.0%	-8.8%	-3.3%
CC1(C(=O)NS(=O)(=O)C2CC2)CCCN(C(=O)c2cccc(OC(F)(F)F)c2)C1 (configuration not stated)	?	nt	3.66µM*
CC(C)(C)c1nnc(NC(=O)CCS(=O)(=O)c2ccccc2)s1	7.31µM*	-3.2%	23.1µM*
O=C(O)Cn1c2c(c3ccccc31)CCCC2	4.5%	-12.0%	-0.2%
CN(C)S(=O)(=O)Nc1cccc(Br)c1	-0.1%	-6.6%&0.3%	20.4%
CC1CCc2nn(CC(=O)Nc3ccccc3Cl)cc2C1 (configuration not stated)	-25.8%	-2.8%	-27.2%
COC(=O)C(C)N1CCC(=O)c2ccccc2S1(=O)=O (configuration not stated)	-7.0%	-2.7%	-0.4%
O=C(O)c1ccc2c(c1)S(=O)(=O)c1ccccc1C2=O	4.4%	-0.2%	-3.7%
CC(C)c1nn2c(=O)cc(COC(=O)c3ccccc3NC(=O)c3cccc(Cl)c3)nc2s1	16.4µM*	6.6%	18.4µM*
O=C(CSc1nnc(COc2ccc(Cl)cc2)o1)NC1CCCCC1	-1.4%	3.0%	-1.4%
Cc1ccc(-c2nnc(Nc3cccc(Cl)c3)c3ccccc23)cc1S(=O)(=O)N1CCCCC1	?	-10.5%	-22.3%
COc1cccc(OC)c1C(=O)Nc1ccccc1C(=O)N1CCCC1	27.7%	-12.4%	5.1%
Fc1ccc(CNC(=S)Nc2ccc(Cl)cc2Cl)cc1	?	55.1%[activator]	?
O=C(NCc1ccco1)c1cc(S(=O)(=O)N2CCCCC2)ccc1Cl	-14.5%	-0.7%	?
COc1ccccc1N=C1SC(C(=O)Nc2ccccc2OC)CC(=O)N1C (configuration not stated)	1.7%	-13.4%	-12.7%
Cn1nc(C(F)(F)F)c(-c2ccc(Br)cc2)c1NC(=O)c1cccnc1	?	-9.1%	13µM*
O=C(CSc1nc2nn(-c3ccccc3)c(=O)c-2c2n1CCCCC2)Nc1ccc(OC(F)F)cc1	?	-5.3%	?
COCCCNC(=O)C[C@@H]1C[C@@]2(C(=O)OC)CCCCC=C2N(Cc2ccc(Cl)cc2Cl)C1=O	?	nt	16.4µM*
O=C(CSC1CC(=O)N(CCc2ccccc2)C1=O)Nc1ccc(Br)cc1 (configuration not stated)	?	-10.4%	?
O=[N+]([O-])c1ccc(CSc2nc3ccccc3[nH]2)cc1	?	1.4%	29.1µM*
O=C(Nc1ccccc1)c1n[nH]c(Cn2cncn2)n1	-7.8%	-22.7%	2.5%
CC(NC(=O)c1ccccc1NC(=O)c1nsc2ccccc12)c1ccccc1 (configuration not stated)	?	-0.7%	?
CCC(C)(C)C1CCc2[nH]nc(C(=O)O)c2C1 (configuration not stated)	16.0%	-2.2%	16.1%
Cc1cc(C)n2nc(Sc3ncccc3[N+](=O)[O-])nc2n1	?	-3.4%	?
CCCCn1c(N)c(N(CCOC)C(=O)COC(=O)CSc2cc(C)c3ccccc3n2)c(=O)[nH]c1=O	-14.7%	-7.8%	-8.8%
O=C(c1ccc(N2CCN(C3CC(=O)N(Cc4cccs4)C3=O)CC2)cc1)c1cccnc1 (configuration not stated)	16.4µM*	-6.8%	?
C[C@@H](C(=O)N[C@@H](Cc1ccccc1)C(=O)O)n1nnc2ccccc2c1=O	-3.9%	-1.4%	23.7%
CCOC(=O)C(=Cc1ccccc1)C(=O)c1ccccc1	18.4µM*	nt	?
Fc1ccc(-n2cc(-c3ccccc3)[n+]3c2SCC3)cc1	-29.7%	2.3%	?
OC[C@@H]1CN(Cc2ccncc2)C[C@H](n2cnc3c(NCc4ccncc4)ncnc32)O1	-11.1%	nt	-19.9%
Cc1noc(C)c1C(=O)Nc1ccccc1C(=O)NCCc1ccccc1	?	-5.8%	?
CCOC(=O)N1CCN(C(=O)Cc2cccc3ccccc23)CC1	-18.3%	-2.6%	?
C=C1C(=O)CC2=C1[C@](Cc1ccc(F)cc1)(C(=O)OC)N(C(=O)c1ccccc1)C2	18.4µM*	nt	20.6µM*
CCC/C(O)=C1\C(=O)CCCC1=NCCc1ccc(OCC)c(OCC)c1	-9.9%	-12.6%	?
C=CCn1c(C(CCCC)CC(O)COCCC)n[nH]c1=S (configuration not stated)	-0.7%	2.4%	18.8%
CC(OC(=O)CC1Sc2ccccc2NC1=O)C(=O)NC1CCCC1 (configuration not stated)	5.9%	-2.7%	-8.3%
CCCC(C)n1[nH]c(=O)c2c(C)cc(C)nc21 (configuration not stated)	?	-3.6%	-19.9%
CCc1ccc(-n2c(SCC(=O)NC3CCS(=O)(=O)C3)nc3ccccc3c2=O)cc1 (configuration not stated)	-3.4%	-0.3%	5.3%
O=C(Cn1ncc2c(=O)oc3ccccc3c21)N1CCN(C(=O)c2ccco2)CC1	-10.4%	-7.3%	-21.3%
COc1cc(/C=C2\COC/C(=C\c3cc(OC)c(OC)c(OC)c3)C2=O)cc(OC)c1OC	1.16µM*	-1.4%	0.581µM*
O=C(CSc1c[nH]c2ccccc12)N1CCCc2ccccc21	?	-16.0%	?
CSc1nnc(C)c(/C=C/Nc2ccc(C)cc2)n1	-15.2%	-1.4%	18.4µM*
COc1cc(CC(=O)Nc2ccc(S(=O)(=O)N(C)C)cc2)cc(OC)c1OC	?	0.7%	-24.9%
CCN(CC(=O)NC)S(=O)(=O)c1ccc(Br)cc1	5.7%	1.7%	-7.6%
CS(=O)(=O)N1CCN(C(=O)c2cc3ccccc3oc2=O)CC1	1.6%	0.6%	-3.0%
CCOC(=O)N1CCN(C(=S)NC(=O)C2CCCC2)CC1	0.3%	-13.5%	5.7%
COC(=O)N/N=C(C)\C=C\c1ccco1	6.8%	0.2%	1.3%

One compound at a time, from the list above.
CCc1ccc(-n2c(SCC(=O)NC3CCS(=O)(=O)C3)nc3ccccc3c2=O)cc1 (configuration not stated) is listed with DT40 TDP1 CPT: -3.4%; KAT2A inh: -0.3%; DT40 TDP1 no CPT: 5.3%
COc1cccc(OC)c1C(=O)Nc1ccccc1C(=O)N1CCCC1 is listed with DT40 TDP1 CPT: 27.7%; KAT2A inh: -12.4%; DT40 TDP1 no CPT: 5.1%
CN(C)S(=O)(=O)Nc1cccc(Br)c1 is listed with DT40 TDP1 CPT: -0.1%; KAT2A inh: -6.6%&0.3%; DT40 TDP1 no CPT: 20.4%

Returning to the listing, starting 2 compounds before the break.
SMILES	DT40 TDP1 CPT	KAT2A inh	DT40 TDP1 no CPT
CCOC(=O)N1CCN(C(=S)NC(=O)C2CCCC2)CC1	0.3%	-13.5%	5.7%
COC(=O)N/N=C(C)\C=C\c1ccco1	6.8%	0.2%	1.3%
O=c1c2ccccc2nnn1COc1cccc2ccccc12	?	-14.2%	-27.0%
Cc1ccc(N2C(S)=C(C#N)C(=O)NC2c2cccs2)cc1 (configuration not stated)	14.6µM*	-7.7%	13µM*
CCC(C(=O)Nc1cc(Cl)ccc1OC)c1ccccc1 (configuration not stated)	-20.0%	-4.3%	-25.6%
CC(C)COC(=O)c1cccc2c1-c1ccccc1/C2=N\O	-14.5%	-16.2%	-19.1%
CN(C)C(=O)c1snnc1-c1ccccc1	1.5%	-0.8%	-15.3%
O=C(c1cnccn1)N1CCC2(CCCN(c3ccncc3)C2)CC1	2.4%	15.5%	-12.2%
Cc1ccccc1-c1cnc(C(O)c2c(C)cccc2C)[nH]1 (configuration not stated)	?	nt	-16.6%
O=C(CCNC(=O)c1ccccc1Cl)Nc1cc(C(F)(F)F)ccc1N1CCCC1	-6.7%	-3.0%	-12.7%
O=C1NC(Nc2nccs2)(C(F)(F)F)C(=O)N1CCc1ccccc1 (configuration not stated)	-9.8%	-2.7%	-17.0%
Cc1cc(N2CCCC2)ccc1/C=C1/C(=O)N(C)C(=S)N1C	9.2µM*	-8.0%	8.2µM*
COc1ccc(S(=O)(=O)N2Cc3ccccc3CC2C(=O)Nc2nccs2)cc1 (configuration not stated)	?	1.9%	?
O=c1c2ccccc2sn1-c1cc(S(=O)(=O)N2CCOCC2)ccc1N1CCCC1	5.8µM*	8.91µM*	11.6µM*
COc1ccc(C2(CNC(=O)c3ccc(C)cc3)CCOCC2)cc1	0.1%	-2.8%	-13.8%
CCOc1ccc(S(=O)(=O)N2CCN(C(=O)C3CCC3)CC2)cc1	?	-5.9%	?
Cc1cccc2cc(CN(CCCO)C(=O)Nc3ccccc3Cl)c(=O)[nH]c12	?	-7.3%	-21.2%
Cc1cc(=O)n2nc(N3CCCC(C(=O)NC4CCC(C)CC4)C3)sc2n1 (configuration not stated)	-0.7%	-14.5%	-2.4%
Cc1cc(C)cc(-n2ccn(CC(=O)Nc3ccccc3F)c(=O)c2=O)c1	0.0%	-8.8%	-4.5%
COc1ccc(/C=C(\C#N)C(=O)Nc2cccnc2)cc1	-18.9%	30.9%[activator]	?
COC(=O)CCC(=O)OC1(C)C(=O)C2=CN(c3ccccc3)C(c3ccc(OC)cc3)=CC2=C(Br)C1=O (configuration not stated)	?	nt	?
Clc1ccc2noc(-c3ccccc3)c2c1	-21.5%	1.8%	-1.2%
C1CN(c2nc(N3CCOCC3)nc(N3CCOCC3)n2)CCO1	-13.7%	-1.8%	32.2%[activator]
CC(=O)O[C@@H]1[C@@H](O)[C@@H](O)[C@H](Oc2c(-c3ccc(O)cc3)oc3c(CC=C(C)C)c(O)cc(O)c3c2=O)O[C@H]1C	?	nt	?
COC(=O)c1ccc(COc2ccccc2/C=C(\C#N)C(=O)Nc2c(C)cc(C)cc2C)cc1	8.2µM*	31.9%[activator]	10.3µM*
CCCSc1oc(-c2cccs2)nc1S(=O)(=O)c1ccc(C)cc1	18.4µM*	1.4%	?
O=c1[nH]c2ccccc2nc1/C=C/c1ccc(Cl)cc1	13µM*	-4.5%	23.1µM*
Cc1cc(C)cc(NC(=S)N2CCN(CCO)CC2)c1	5.4%	3.3%	-13.2%
O=C(CCCOc1ccc(Cl)cc1Cl)NCCCO	4.3%	-0.5%	7.4%
Cc1cnn(CCC(=O)NNC(=S)Nc2ccccc2)c1	11.2µM*	-1.9%	17.8µM*
COCCn1nnnc1C(c1cccc(C(F)(F)F)c1)N1CCN(Cc2ccccc2)CC1 (configuration not stated)	?	-3.2%	?
O=C(Nc1ccc(N2CCOCC2)cc1)c1ccc(Cl)cc1N1CCCC1=O	-7.2%	-2.3%	-4.5%
CCN1CCN(c2ccc(S(=O)(=O)N3CCCCC3)cc2NC(=O)c2ccc(C)o2)CC1	?	-7.2%	?
O=C(CSc1nc2ncccc2[nH]1)NCc1ccco1	-0.9%	-10.8%	4.9%
C=CCOc1ccc(/C=C/C(=O)OCC(=O)N(C)CC(=O)Nc2ccccc2Cl)cc1	-24.6%	-3.1%	?
